CatB inh = inhibitors of human cathepsin B; P07858; purified cathepsin B, fluorogenic substrate, fluorescence; inhibition, %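 (tested at 10 µM)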; 0.1% of 63,000 active; AID 453; in the data active = inhibition above about 21%;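 note: 0% = enzyme with no compound and 100% = no enzyme blank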
ROCK2 inh = blocks human Rho kinase 2 activity. O75116. purified ROCK2, Kinase-Glo ATP depletion luminescence. inhibition, % at 6 µM. 0.35% of 60,000 active. AID 604;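 active = inhibition above the screen-wide mean inhibition plus 3 SD, cut at about 18% in these data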;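 note: plate controls were DMSO wells for no effect and Y-27632 control wells after no-enzyme background subtraction for full effect; many of its hits are not listed in these tables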
CatB mix inh = human cathepsin B inhibition by mixtures; P07858; Purified cathepsin B, AMC dipeptide fluorescence, compound mixtures; 0.06% of 62,000 active; AID 488; inhibition, %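 (ten-compound pools at 5 µM per compound and 50 µM total)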; in the data active = inhibition above about 22%, passing the limit was not always enough;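 note: 0% = enzyme without compound and 100% = no enzyme blank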
CatL inh = inhibitors of human cathepsin L; 0.17% of 58,000 active; purified cathepsin L, fluorogenic substrate, fluorescence; AID 460; inhibition, %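 (tested at 10 µM)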; in the data active = inhibition above about 45%;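 note: 0% = enzyme with no compound and 100% = no enzyme blank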
Target sequence (P07711 114-288 limits assumed): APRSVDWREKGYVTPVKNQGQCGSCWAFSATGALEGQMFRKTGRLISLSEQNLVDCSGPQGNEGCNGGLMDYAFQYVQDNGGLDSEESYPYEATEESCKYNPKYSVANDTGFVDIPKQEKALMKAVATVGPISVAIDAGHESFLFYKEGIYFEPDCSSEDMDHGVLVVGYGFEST
Target sequence (P07711 292-333 limits assumed): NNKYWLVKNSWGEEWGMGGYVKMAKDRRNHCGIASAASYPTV
PKA kinase inh = PKA (human) kinase inhibition. PKA Kemptide phosphorylation, Kinase-Glo ATP luminescence. P17612. inhibition, % at 6 µM. AID 524. 0.1% of 65,000 active;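 active = inhibition above the screen-wide mean inhibition plus 3 SD, cut at about 21% in these data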; note: many of its hits are not listed in these tables
C1s inh = blocks human complement C1s protease activity | purified C1s, fluorogenic AMC substrate, pooled mixtures | AID 538 | mean inhibition % of two 10-compound mixtures (active compounds read high), % at 5 µM (by protocol) | P09871 | 0.16% of 62,000 active;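 active = inhibition above 20% in each of the two 10-compound mixture wells holding the compound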;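 note: 0% = enzyme wells lacking compound mixture and 100% = no-enzyme blank wells; some compounds called inactive have numbers as strong as hits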
Her2 expr inh = inhibitors of human Her2 kinase expression; SKBR-3 HER2 protein level, AlphaScreen, 18-24 h; active compounds read low; 0.69% of 65,000 active; P04626; HER2 level % of control, % at 10 µM;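 active = HER2 level under 5% of the carrier-only control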;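 note: 100% = DMSO carrier and 0% = 500 nM PU-H71 HSP90 inhibitor; lower value means stronger loss of Her2 protein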
CatG inh = blocks human cathepsin G enzyme activity. 0.2% of 62,000 active. P08311. purified enzyme, AMC-tetrapeptide fluorescence, pooled mixtures. inhibition, % at 5 µM (by protocol);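 active = inhibition above 20% in each of the two mixture wells holding the compound; inactive = inhibition of 20% or less in either well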;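 note: 0% = enzyme control without mixture and 100% = blank lacking enzyme; strong numbers were not always called active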
Target sequence (P08311 21-244 limits assumed): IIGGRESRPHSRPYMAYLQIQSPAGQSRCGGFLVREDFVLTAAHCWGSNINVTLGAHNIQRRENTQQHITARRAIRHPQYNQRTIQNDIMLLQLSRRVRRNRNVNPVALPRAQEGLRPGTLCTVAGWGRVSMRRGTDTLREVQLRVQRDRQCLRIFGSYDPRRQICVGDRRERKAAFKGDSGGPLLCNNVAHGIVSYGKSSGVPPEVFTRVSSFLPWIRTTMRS
CatS inh = inhibitors of human cathepsin S; P25774; recombinant cathepsin S, AMC dipeptide fluorescence, pooled mixtures; inhibition, %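 (tested at 5 µM per compound within 10-compound mixtures)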; 0.06% of 62,000 active; in the data active = inhibition above about 32%, passing the limit was not always enough;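 note: 0% = enzyme without compound and 100% = blank without enzyme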
Target sequence (P25774 115-331 limits assumed): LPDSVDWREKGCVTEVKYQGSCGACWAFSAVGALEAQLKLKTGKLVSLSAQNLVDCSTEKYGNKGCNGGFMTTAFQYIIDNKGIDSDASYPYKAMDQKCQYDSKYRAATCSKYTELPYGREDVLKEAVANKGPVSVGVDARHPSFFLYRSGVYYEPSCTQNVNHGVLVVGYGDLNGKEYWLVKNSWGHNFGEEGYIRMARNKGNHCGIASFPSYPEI
Numbers without * were called inactive; x = no result given.

SMILES	CatB inh	ROCK2 inh	CatB mix inh	CatL inh	PKA kinase inh	C1s inh	Her2 expr inh	CatG inh	CatS inh
CCOC(=O)C1=C(N)OC2=C(C(=O)CCC2)C12C(=O)N1c3c(ccc(C)c32)C(C)=CC1(C)C (centres undefined)	2.2	3.0	4.0	-1.2	8.5	13.7	59.2	9.8	5.1
O=C1C2CCCN2C(c2ccc(Cl)c(Cl)c2)N1c1ccccn1 (centres undefined)	4.4	6.0	3.3	9.6	8.2	-122.0	80.7	-6.9	4.7
Nc1c(C(=O)NCCc2ccccc2)c2nc3ccccc3nc2n1CCN1CCOCC1	1.7	-7.7	-3.8	-15.4	-10.2	-55.9	-5.1*	-9.2	14.2
N=C1C(c2ccccc2)=C(O)CN1Cc1ccco1	1.0	-4.3	-2.2	-7.5	-0.7	0.3	107.2	12.0	-6.7
CCOC(=O)C1=C(N)OC2=C(C(=O)CCC2)C12C(=O)Nc1ccccc12 (centres undefined)	-1.3	-1.8	-2.5	-5.6	-2.6	1.0	x	-1.7	0.8
Nc1c(C(=O)OCC2CCCO2)c2nc3ccccc3nc2n1Cc1cccs1 (centres undefined)	-6.5	2.2	-6.0	-213.1	8.7	-97.3	45.0	-17.8	-20.1
Cc1ccc2c(c1)CC1(CN2C)C(=O)NC(=O)N(c2ccc(C)c(C)c2)C1=O (centres undefined)	0.2	0.8	-3.0	-2.3	-0.3	-13.5	60.7	-3.4	-4.1
COc1ccc2c(c1)CC1(CN2C)C(=O)NC(=O)N(CCc2ccccc2)C1=O (centres undefined)	-0.4	-3.9	6.3	1.7	-5.9	-0.1	101.6	-2.9	16.3
CCCCOC(=O)C1=C(N)OC2=C(C(=O)CCC2)[C@]12C(=O)N(C)c1ccccc12	-1.6	5.0	-0.7	0.2	5.4	3.7	102.5	-4.3	-7.5
OC1(CN2CCOCC2)C2CC3CC(C2)CC1C3 (centres undefined)	-0.1	-2.6	1.3	-3.3	14.3	-26.4	159.1	-12.2	-5.7
CC1(C)N(O)C2CCCCC2N1O (centres undefined)	3.0	1.4	-1.7	-2.7	3.1	-16.1	106.2	-11.9	-5.4
Cc1cccn2c(=O)c3c(nc12)N1CCC(Cc2ccccc2)CC1C1(C3)C(=O)N(C)C(=O)N(C)C1=O (centres undefined)	-4.4	-2.9	1.2	0.2	0.4	9.9	48.1	6.5	-9.1
CCOC(=O)CNC(=O)CSP(=S)(OCC)OCC	0.6	-1.8	-1.0	x	-7.9	-19.3	99.2	-1.3	-1.5
Cc1cc(OCc2nn[nH]n2)c2c3c(c(=O)oc2c1)CCCC3	3.1	3.2	3.3	-3.8	8.6	7.1	110.4	15.7	-2.4
CC(C)[C@H]1C(=O)N2CCC[C@H]2[C@]2(O)O[C@](NC(=O)[C@@H]3C=C4c5cccc6[nH]cc(c56)C[C@H]4N(C)C3)(C(C)C)C(=O)N12	2.0	36.3*	1.5	-43.6	3.9	-25.4	105.4	-0.8	-0.2
CCCCCn1c(N)c(C(=O)NCCN2CCOCC2)c2nc3ccccc3nc21	-6.5	0.7	3.1	-74.2	1.0	-58.5	36.8	-6.4	6.5
c1ccc2c(CCNC3=NCCC3)c[nH]c2c1	2.9	4.9	-2.4	8.7	10.6	-37.8	141.2	-0.6	-4.3
CC(=O)C1C2c3ccccc3OC1(C)N=c1s/c(=C/c3cnn(C)c3)c(=O)n12 (centres undefined)	2.1	8.5	3.8	0.3	12.3	-5.6	90.6	6.7	0.4
O=C(CN1C(=O)CCSc2ccccc21)N1CCC2(CC1)OCCO2	-1.3	1.3	-3.7	3.7	-0.2	-9.8	104.9	-11.1	-4.9
CN1C(=O)C(C2c3ccccc3C(=O)N2Cc2ccccc2)C(=O)N(C)C1=O (centres undefined)	3.5	2.4	-7.6	-5.4	1.1	-54.4	76.0	-21.8	-18.0
FC(F)(F)c1ccc2c(c1)NP(=S)(N1CCOCC1)c1nccn1-2 (centres undefined)	-3.9	x	3.8	-13.4	-5.0	2.4	107.7	-3.1	-1.1
C=CP(=O)(O)c1ccccc1	0.7	1.9	2.7	7.4	7.2	3.5	118.3	9.2	2.2
C(#CCN1CCOCC1)COCC#Cc1ccccc1	-2.1	2.3	3.4	8.0	0.0	2.8	91.3	5.9	17.1
COc1ccccc1N1CCN(Cc2cccc(OC)c2O)CC1	2.4	-1.3	-9.3	-1.3	4.3	-26.7	114.4	3.5	0.6
COC(=O)c1c(N)n(Cc2ccc(OC)cc2)c2nc3ccccc3nc12	-11.8	5.8	-6.5	-68.8	-1.6	-44.8	96.9	-14.2	-3.8
SMILES	CatB inh	ROCK2 inh	CatB mix inh	CatL inh	PKA kinase inh	C1s inh	Her2 expr inh	CatG inh	CatS inh
CSc1ccc(C(=O)C(C)(C)N2CCOCC2)cc1	1.3	0.9	-8.7	-3.1	-2.7	0.1	120.3	7.5	-8.6
CN1CCN(c2ccc(NC(=O)C(C)(C)C)cc2)CC1	7.0	x	3.8	x	0.6	11.6	199.8	7.7	-4.1
COc1cccc(N2CCN(Cc3cccc(Cl)c3)CC2)c1	5.3	3.7	-1.1	0.0	7.0	16.2	125.8	8.1	-2.8
O=C1CC(N2CCC(n3c(=O)[nH]c4ccccc43)CC2)C(=O)N1c1ccc(F)cc1 (centres undefined)	4.3	-1.3	5.7	-3.4	4.6	15.0	94.3	14.4	-7.6
CC(C)N1CC=C(c2c[nH]c3ccccc23)CC1	-3.8	-0.4	0.7	7.5	-0.4	0.7	88.1	6.7	6.9
COc1ccc(N=C(C)c2c(O)n(C3CCCCC3)c(=O)[nH]c2=O)c(OC)c1	-0.1	1.9	-0.1	1.8	3.6	-0.8	72.7	7.5	11.4
CC(=O)[C@@]1(O)CC[C@H]2[C@@H]3CC=C4C[C@@H](O)CC[C@]4(C)[C@H]3CC[C@@]21C	2.3	-2.6	-8.1	0.1	-4.2	7.8	104.6	8.7	-5.4
CC(C)OC(=O)c1c(N)n(Cc2ccco2)c2nc3ccccc3nc12	-4.3	5.7	x	-328.4	3.3	x	104.5	x	x
CCN(CC)CCOC(=O)c1cc2cc(COC)ccc2o1	3.9	4.5	1.9	1.2	-0.3	-12.0	97.9	3.1	-4.8
CCOC(=O)c1c(C)n(CCOC)c2ccc(O)cc12	2.1	2.8	-3.4	1.4	7.6	-58.6	106.9	-3.7	-18.8
CCCCn1c(N)c(C(=O)OCC2CCCO2)c2nc3ccccc3nc21 (centres undefined)	-2.5	3.5	0.7	-59.8	5.5	-68.9	49.6	4.5	-4.8
O=C(NCC(c1cccnc1)N1CCOCC1)Oc1ccccc1 (centres undefined)	-0.3	x	2.6	2.8	15.1	-2.8	92.9	30.3	-7.2
Cc1ccc(CS(=O)(=O)CCC(=O)N2CCC3(CC2)OCCO3)cc1	-0.1	-4.0	-0.8	0.7	-5.1	3.6	81.2	1.3	-17.2
O=C(Cn1c2c(c(-c3ccccc3Cl)cc1=O)CCC2)N1CCC2(CC1)OCCO2	2.7	6.5	12.1	3.3	3.1	-12.2	92.6	-12.4	6.5
C=CCn1c(O)c(C(C)=NCc2cccnc2)c(=O)[nH]c1=O	-3.3	12.2	9.4	3.0	8.5	3.4	100.7	2.0	16.4
Cc1ccc(Cl)cc1-n1c(O)c(C=NCCCN2CCOCC2)c(=O)[nH]c1=O	0.3	4.6	8.6	-1.2	13.9	2.1	105.3	-0.3	3.3
CCOc1c(P(=S)(N(C)C)N(C)C)c(C)nn1-c1ccccc1	0.3	0.6	2.4	12.1	3.2	11.7	131.2	1.6	-3.3
Oc1cc2c(cc1CN1CCN(c3ccccc3)CC1)CCC2	1.1	-0.5	2.6	14.5	3.8	2.1	93.5	8.3	14.0
COc1cccc(-n2nc(C(=O)N3CCC4(CC3)OCCO4)c3ccccc3c2=O)c1	-2.5	4.2	0.5	-0.9	11.8	10.8	98.6	4.0	-5.2
Cc1ccc2c(c1)CC1(CN2C)C(=O)NC(=O)N(c2cccc(C)c2C)C1=O (centres undefined)	2.0	1.1	-4.1	20.6	5.2	3.8	166.2	6.0	12.6
CC1(C)CN=C(Nc2ccccc2C(F)(F)F)S1	1.3	2.0	-1.4	-3.2	8.8	-6.1	93.2	3.2	-2.5
Cc1ccc2c(c1)N(CCC(=O)N1CCC3(CC1)OCCO3)C(=O)CO2	0.8	0.0	1.6	-2.5	-4.8	0.3	86.4	0.3	-2.0
CC12CN3CC(C)(CN(C1)P3(=O)Oc1ccccc1)C2=O (centres undefined)	1.5	0.1	6.8	-7.8	-1.3	8.6	92.7	8.7	-4.5
CCCCP(=O)(O)CCC(=O)O	-0.1	4.6	-0.7	5.6	6.4	3.1	119.4	8.1	-2.7
CC[N+]1(C)CCCC(OC(=O)C(O)(c2ccccc2)c2ccccc2)C1 (centres undefined)	2.8	2.1	0.1	7.0	1.0	1.8	94.4	0.7	1.9

An excerpt from above in order of SMILES length, smallest number first:
SMILES	CatB inh	ROCK2 inh	CatB mix inh	CatL inh	PKA kinase inh	C1s inh	Her2 expr inh	CatG inh	CatS inh
CSc1ccc(C(=O)C(C)(C)N2CCOCC2)cc1	1.3	0.9	-8.7	-3.1	-2.7	0.1	120.3	7.5	-8.6
CCN(CC)CCOC(=O)c1cc2cc(COC)ccc2o1	3.9	4.5	1.9	1.2	-0.3	-12.0	97.9	3.1	-4.8
Cc1ccc(CS(=O)(=O)CCC(=O)N2CCC3(CC2)OCCO3)cc1	-0.1	-4.0	-0.8	0.7	-5.1	3.6	81.2	1.3	-17.2
O=C1CC(N2CCC(n3c(=O)[nH]c4ccccc43)CC2)C(=O)N1c1ccc(F)cc1 (centres undefined)	4.3	-1.3	5.7	-3.4	4.6	15.0	94.3	14.4	-7.6

The list continues.
SMILES	CatB inh	ROCK2 inh	CatB mix inh	CatL inh	PKA kinase inh	C1s inh	Her2 expr inh	CatG inh	CatS inh
NC(=O)CSP(=O)(c1ccccc1)c1ccccc1	-0.1	-4.9	0.5	18.6	-8.9	-62.4	121.7	8.0	-2.2
CCCCn1c(O)c(C(C)=NCCCN(C)C)c(=O)[nH]c1=O	2.5	-2.4	-0.2	0.2	3.9	-5.9	103.6	-10.7	-1.0
CCOC(=O)c1ccc(N2C(=O)CC(N3CCC(C#N)(c4ccccc4)CC3)C2=O)cc1 (centres undefined)	2.8	2.9	7.5	x	-1.9	-26.4	94.8	1.7	-0.2
CCOCCCNC(=O)CN1C2CCC1CC(O)(c1ccc(OC)cc1)C2 (centres undefined)	0.4	2.8	-3.6	4.6	12.3	-3.3	131.9	9.7	-4.8
Cc1ccc(-c2nc(CS(=O)CC(=O)N3CCC4(CC3)OCCO4)c(C)o2)cc1 (centres undefined)	-5.1	1.7	5.6	11.1	1.0	8.9	107.2	13.0	8.8
C[C@]12CCC(=O)C=C1CC[C@@H]1[C@@H]2CC[C@]2(C)C(=O)CC[C@@H]12	-1.7	8.3	6.5	-12.2	5.7	13.8	95.4	11.5	4.6
C=Cn1ccnc1P(=S)(c1c(C)nn(-c2ccccc2)c1C)c1nccn1C=C	-0.6	x	7.3	-8.9	9.0	7.2	52.7	8.1	4.4
CCCCCn1c(=O)c(C(=O)NCc2ccccn2)c(O)c2ccccc21	1.6	-7.5	4.4	-4.5	-13.6	16.1	46.0	8.6	-4.5
O=C(C1CCCN(S(=O)(=O)c2cccc3nsnc23)C1)N1CCC2(CC1)OCCO2 (centres undefined)	-2.9	-2.0	-4.7	0.3	4.6	2.7	186.6	4.6	-0.5
C=CCn1c(O)c(C(C)=Nc2ccc(NC(C)=O)cc2)c(=O)[nH]c1=O	4.5	1.8	0.8	1.8	0.8	-2.5	122.8	7.1	-2.2
CSC1=NP(=S)(SC)N2CCCC2=C1C#N (centres undefined)	0.0	3.0	-2.1	20.5	7.8	5.6	96.1	6.8	1.4
CCCCn1c(=O)c(C(=O)Nc2ccccc2S(N)(=O)=O)c(O)c2ccccc21	-3.0	0.1	-4.3	0.7	7.4	3.6	33.7	0.6	2.7
OC1(c2ccc(F)cc2)CC2CCC(C1)N2Cc1nnnn1C1CCCCC1 (centres undefined)	2.0	0.2	-1.3	-0.5	0.9	-8.5	79.0	7.7	-3.6

Source: PubChem (several laboratories)

These rows are one share of the data, so the mix of outcomes need not match the whole.
